yeast rad50 – NCI yeast anticancer drug screen, S. cerevisiae rad50 strain; hit rate 10% among 79,000; % growth inhibition at 50 µM;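 also: 0% = growth of vehicle-only cultures of the same strain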
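Compounds were tested on a yeast strain with an engineered DNA damage repair alteration; the reported value is growth inhibition normalised to vehicle treatment.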
yeast bub3 – NCI yeast anticancer drug screen, S. cerevisiae bub3 mutant strain; AID 167; hit rate 9.9% among 78,000; growth inhibition, % at 50 µM;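 also: 0% = growth of vehicle-only cultures of the same strain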
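Inhibition values come from growth of compound-treated mutant yeast normalised to vehicle-treated controls.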
yeast sgs1 mgt1 – NCI yeast anticancer drug screen, S. cerevisiae sgs1 mgt1 strain; growth inhibition, % at 50 µM; hit rate 10% among 78,000;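 also: 0% = growth of vehicle-only cultures of the same strain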
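Genetically altered yeast, compound exposure, growth inhibition relative to vehicle.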
yeast mec2-1 – NCI yeast anticancer drug screen, S. cerevisiae mec2-1 strain. AID 157. % growth inhibition at 50 µM. hit rate 9% among 79,000;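 also: 0% = growth of vehicle-only cultures of the same strain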
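Compounds were applied to mec2-1 yeast cells. Their growth was then compared with that of vehicle-treated cultures to give growth inhibition.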
yeast cln2 rad14 – NCI yeast anticancer drug screen, S. cerevisiae cln2 rad14 strain. % growth inhibition at 50 µM. hit rate 8.3% among 78,000. AID 165;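 also: 0% = growth of vehicle-only cultures of the same strain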
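The screen exposed genetically defined yeast (cln2 rad14) to test compounds and scored growth inhibition relative to vehicle-treated controls.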
yeast mlh1 rad18 – NCI yeast anticancer drug screen, S. cerevisiae mlh1 rad18 strain | hit rate 11% among 79,000 | AID 175 | growth inhibition, % at 50 µM;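 also: 0% = growth of vehicle-only cultures of the same strain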
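Growth inhibition of the yeast strain was measured after compound exposure and expressed relative to vehicle-treated controls. The strain carries defined defects in DNA damage repair.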
* marks the source's active call; other numbers are inactive results; & = joins results of further samples. Rule as the data show it: active = growth inhibition above about 70%; inactive = the rest.

SMILES	yeast rad50	yeast bub3	yeast sgs1 mgt1	yeast mec2-1	yeast cln2 rad14	yeast mlh1 rad18
C1=C(c2ccccc2)N(CCc2ccccc2)C(c2ccccc2)=CN1Cc1ccccc1	98*	98*	99*	98*	99*	99*
C[Si](C)(C)C1=CC[C@H]2C(=O)N(c3ccccc3)C(=O)[C@H]2C1=O	21	20	33	34	-35	30
Cc1noc(NS(=O)(=O)c2ccc(NC(=S)/N=C/c3c(O)[nH]c(=O)[nH]c3=O)cc2)c1C	16	6	16	10	45	16
O=C(Nc1cccc(C(=O)Nc2ccc3cc(S(=O)(=O)O)cc(S(=O)(=O)O)c3c2)c1)Nc1cccc(C(=O)Nc2ccc3cc(S(=O)(=O)O)cc(S(=O)(=O)O)c3c2)c1	7	4	9	34	-3	33
O=C(O)c1ccccc1SC(Sc1ccccc1C(=O)O)c1ccccc1Cl	1	-4	-8	-6	-8	12
O=C(O)c1cccc2c1S(=O)(=O)c1ccccc1C2=O	-32	-10	13	2	-8	4
O=C(/C=C/c1ccccc1)C1=C(O)C(=O)OC1c1ccccc1 (centres undefined)	0	37	-5	-10	-25	20
COc1ccc(C(=O)CCc2cccc(NC(=O)CCl)c2)cc1	-13	-4	12	5	7	-10
Cc1cc2c(CC(=O)O)[nH]nc2c(C(=O)O)c1C	1	8	-13	-10	5	-1
Cc1cc(Cl)c2c(c1)C(=O)C(C)C2.[Cu+2] (centres undefined)	-13	-7	-19	-10	-26	-6
NC(=O)Nc1nc(-c2ccccc2)no1	-17	-7	-17	7	-51	-16
CCN(CC)C1=CC(=O)n2cccc21	-17	-19	-26	22	10	1
O=c1[nH]n(-c2ccccc2)c(=O)c2ccccc12	17&26	-61&-10	9&14	6&5	0&2	-19&9
CC(C)NS(=O)(=O)c1ccccc1	19	1	11	-3	7	27
CC(=O)N1CCOCC1	23	-2	11	2	-29	21
Cc1ccc(/C=N/NC(=O)c2ccccc2N)cc1	0	32	22	30	-8	21
CC(C(O)c1ccncc1)[N+](=O)[O-] (centres undefined)	-20	-13	-17	-9	-44	-11
N#CCCN(CCC#N)c1ccc(/C=C(/NC(=O)Nc2ccccc2Cl)NC(=O)c2cc([N+](=O)[O-])ccc2Cl)cc1	31	10	-21	8	-3	31
O=C(/C=C\c1ccc(Cl)cc1)OCCCCOC(=O)/C=C/c1ccc(Cl)cc1	27	3	-4	3	10	5
O=C1Nc2ccc(Br)cc2C1(O)Cc1cccc([N+](=O)[O-])c1 (centres undefined)	7	-13	14	12	4	12
CCOc1cc2c(cc1C(C)c1ccc(OCc3ccccc3)cc1)OCO2 (centres undefined)	7	-2	3	4	1	-20
C/[N+]([O-])=N/COC1OC(COC2OCC(O)C(O)C2O)C(O)C(O)C1O (centres undefined)	8	9	26	0	14	4
COc1ccc2c(c1)N1CCc3cc(OC)c(OC)cc3C1C2 (centres undefined)	16	25	25	-5	10	34
CCCCN(CC(O)c1ccc(Cl)cc1)c1ccccc1 (centres undefined)	99*	95*	99*	99*	99*	97*
CC(C)CC(C)OC(=O)/C=C(\CC(=O)OC(C)CC(C)C)C(=O)OC(C)CC(C)C (centres undefined)	-13	10	1	-10	-18	14
Cc1c(N)nc(C(CC(N)=O)NCC(N)C(N)=O)nc1C(=O)NC(C(=O)NC(C)C(O)C(C)C(=O)NC(C(=O)NCCc1nc(-c2nc(C(=O)NCCCNC(C)c3ccccc3)cs2)cs1)C(C)O)C(OC1OC(CO)C(O)C(O)C1OC1OC(CO)C(O)C(OC(N)=O)C1O)c1cnc[nH]1 (centres undefined)	92*	93*	93*	94*	90*	92*
CC(C)c1ccc(O)c(O)c(=O)c1	93*	93*	94*	95*	92*	93*
COC(=O)CC[C@@H](C)[C@H]1CC[C@@]2(C)[C@@H]3C(=O)C[C@H]4C(C)(C)[C@@H](OC(C)=O)CC[C@]4(C)[C@H]3C(=O)C[C@]12C	10	3	-12	0	8	19
CCCCCCCCCCCCCCCCCC(=O)CCCCCCCCCCCCCCCCC	-17	-6	-7	-22	14	-17
C=C(C(=C)P(=S)(c1ccccc1)c1ccccc1)P(=S)(c1ccccc1)c1ccccc1	-10	-6	-37	-11	-7	-16
CCOC(=O)C1CCC(=O)C(CC)=C1C (centres undefined)	-7	-6	8	-40	-2	-6
CCN(CC)C(=O)Cn1c2c(c3ccccc31)CCCC2	33	-3	2	-30	1	-12
C/C(CCn1[nH]c(=O)ccc1=O)=N\N=C(N)N	-13	-1	-1	-13	-5	2
Cc1ccc(NC(=O)CCCC(=O)C(C#N)c2ccccc2Cl)cc1C (centres undefined)	0	-10	-6	-1	-22	-5
CC([N+](=O)[O-])S(=O)(=O)c1ccccc1 (centres undefined)	4	-3	-10	-20	-7	6
COc1ccc(CNC(=O)C2C(=O)C(=O)N(Cc3ccc(OC)c(OC)c3)C2=O)cc1OC (centres undefined)	21	-1	-1	-5	17	15
Cc1cc[nH]c(=O)c1[N+](=O)[O-]	-12	-10	-3	-11	-26	3
Cc1ccc(-n2cc(-c3ccc(Cl)cc3)c3c(N)ncnc32)cc1	97*	92*	98*	95*	88*	97*
CCCCCCCCOC1C(O)C(O)C(O)C(O)C12CO2 (centres undefined)	-37	-26	-27	-21	-56	-45
CCCC(C)CCCC(=O)c1ccc2cc(OC)ccc2c1 (centres undefined)	-34	-2	-14	-17	-33	-30

Quoted from the listing, 13 compounds:
SMILES	yeast rad50	yeast bub3	yeast sgs1 mgt1	yeast mec2-1	yeast cln2 rad14	yeast mlh1 rad18
COC(=O)CC[C@@H](C)[C@H]1CC[C@@]2(C)[C@@H]3C(=O)C[C@H]4C(C)(C)[C@@H](OC(C)=O)CC[C@]4(C)[C@H]3C(=O)C[C@]12C	10	3	-12	0	8	19
CCCCCCCCCCCCCCCCCC(=O)CCCCCCCCCCCCCCCCC	-17	-6	-7	-22	14	-17
C=C(C(=C)P(=S)(c1ccccc1)c1ccccc1)P(=S)(c1ccccc1)c1ccccc1	-10	-6	-37	-11	-7	-16
CCOC(=O)C1CCC(=O)C(CC)=C1C (centres undefined)	-7	-6	8	-40	-2	-6
CCN(CC)C(=O)Cn1c2c(c3ccccc31)CCCC2	33	-3	2	-30	1	-12
C/C(CCn1[nH]c(=O)ccc1=O)=N\N=C(N)N	-13	-1	-1	-13	-5	2
Cc1ccc(NC(=O)CCCC(=O)C(C#N)c2ccccc2Cl)cc1C (centres undefined)	0	-10	-6	-1	-22	-5
CC([N+](=O)[O-])S(=O)(=O)c1ccccc1 (centres undefined)	4	-3	-10	-20	-7	6
COc1ccc(CNC(=O)C2C(=O)C(=O)N(Cc3ccc(OC)c(OC)c3)C2=O)cc1OC (centres undefined)	21	-1	-1	-5	17	15
Cc1cc[nH]c(=O)c1[N+](=O)[O-]	-12	-10	-3	-11	-26	3
Cc1ccc(-n2cc(-c3ccc(Cl)cc3)c3c(N)ncnc32)cc1	97*	92*	98*	95*	88*	97*
CCCCCCCCOC1C(O)C(O)C(O)C(O)C12CO2 (centres undefined)	-37	-26	-27	-21	-56	-45
CCCC(C)CCCC(=O)c1ccc2cc(OC)ccc2c1 (centres undefined)	-34	-2	-14	-17	-33	-30

New compounds follow
SMILES	yeast rad50	yeast bub3	yeast sgs1 mgt1	yeast mec2-1	yeast cln2 rad14	yeast mlh1 rad18
ClC(Cl)(Cl)C(NCCN1CCOCC1)c1ccccc1 (centres undefined)	80*	66	85*	62	79*	79*
CC1Cc2cc(O)ccc2C2[C@@H]1C1CC[C@H](O)[C@@]1(C)C[C@@H]2O[N+](=O)[O-] (some centres undefined)	18	61	56	20	47	83*
CN(C(N)=O)c1ccc(C(=O)O)cc1	-5	-3	-31	-11	-12	-9
COC1=CC23C=CC1[C@@H](c1ccccc1)C2=C(C)C(=O)N3C(=O)NC1CCCCC1 (some centres undefined)	71*	65	64	68	30	51
CCCCN(CCCC)CC(O)c1cc(-c2ccc(Cl)cc2)nc2cc(C)ccc12 (centres undefined)	99*	99*	100*	99*	96*	99*
COc1ccc(OC)c(NC(Cc2ccccc2)c2cccc3ccccc23)c1 (centres undefined)	34	30	24	19	22	31
COC(=O)CCN(CCC(=O)OC)C1CC1	-23	4	-13	-14	20	-20
Cc1cc(N(C)C)nc(Cl)n1	39	21	8	8	12	32
O=C(CN1CCOCC1)Nc1ccc(S(=O)(=O)c2ccc([N+](=O)[O-])cc2)cc1	52	97*	99*	15	98*	26
CCC(CC)(Cc1ccccc1)C(=O)O	10	12	13	-18	2	36
CC(=O)Nc1cccc(Cc2ccccc2)c1	14	-6	1	-14	-67	-5
CCc1cccc(C)c1NC(=O)C(=O)CC(=O)c1ccccc1Cl	72*	24	44	25	-13	31
CC(C)CCCC(C)C1CCC2C3CCC4CC(=O)C=CC4(C)C3CCC12C (centres undefined)	40	2	13	-1	7	-4
CC(=O)Nc1ccc(S(=O)(=O)Oc2noc3ccc(Br)cc23)cc1	-8	-4	-23	-8	-4	2
Cn1c(=O)c2[nH]c(Nc3ccccc3)nc2n(C)c1=O	-9	-2	-24	-26	-36	-7
O/N=C/c1cccc[n+]1Cc1ccccc1	-4	5	1	6	-24	1
CSc1nc(-c2ccc(Cl)cc2)c(C#N)c(=O)n1C1OC(COC(C)=O)C(OC(C)=O)C(OC(C)=O)C1OC(C)=O (centres undefined)	-1	-36	17	-6	21	23
CC(C)(C)CC(C)(C)c1ccc(OCCOS(=O)(=O)c2cccc([N+](=O)[O-])c2)cc1	67	-6	60	14	-5	33
O=C1OC(c2ccc([N+](=O)[O-])cc2)=N/C1=C\c1ccc(Cl)c(Cl)c1	32	25	44	22	28	46
CCOCCOC(=O)COc1ccccc1	13	-8	18	16	7	4
S=c1nc[nH]c2cc3cn[nH]c3cc12	3	-13	1	10	-26	5
CCCCCCCCCCCCc1cc(CN(C)C)c(O)c(C(C)(C)CC(C)(C)C)c1	6	4	19	4	15	-5
C[N+](C)(C)CC(=O)N/N=C/c1ccncc1	18	-79	-11	-19	1	8
S=C1NC(c2ccccc2)NC(c2ccccc2)S1 (centres undefined)	6	-13	-36	-15	-35	11
CCOC(=O)CCc1cn2cc(Br)nc(OC)c2n1	-19	4	15	-38	20	-14
O=C1CCCCCCCS(=O)(=O)C1	-9	-5	-5	0	-20	0
O/N=C1/CCCCC1NO (centres undefined)	-18	-11	-32	-23	16	-20
CCCCCCC1(C=O)NC(=O)NC1=O (centres undefined)	4	-5	-11	-12	-14	-1
CC(C)(C)c1ccc(-c2cc3nc(C(F)(F)F)cc(=O)n3[nH]2)cc1	-7	13	18	-12	6	11
C=C1C(=O)C[C@H]2[C@H]3CC[C@H](C(=O)O)[C@]12CC3(C)C	91*	92*	94*	94*	88*	92*
Cn1nc2ccc(Nc3cc(=O)[nH]c4ccc5nn(C)nc5c34)cc2n1	32	31	25	2	5	19
O=c1oc(-c2ccc(Cl)cc2Cl)nc2cc(Cl)ccc12	23	20	43	-10	22	25
COc1cc[c]([Sn]([c]2ccc(OC)cc2)([c]2ccc(OC)cc2)[c]2ccc(OC)cc2)cc1	80*	82*	81*	85*	86*	79*
C=CCCCCn1c2ccccc2c2c(C)c3c[n+](C)ccc3c(C)c21	90*	91*	90*	92*	91*	89*
CCCC(CCC)C(=O)OCC(=O)c1ccc(-c2ccccc2)cc1	-1	3	5	-3	-44	0
O=S(=O)(N/N=C/c1ccc(Cl)c(Cl)c1)c1ccccc1	19	13	10	14	-28	32
NNC(=O)CO	-6	-12	-4	2	-5	10
O=C(O)C1C=CCN1 (centres undefined)	1	-19	0	1	-7	-4
CCCCCCC1=CCCC1=O	-4	3	-3	-25	-4	12
CCCCCCCCCC1OCC(COCC)O1 (centres undefined)	-3	15	8	-9	-17	-7
C1=CCOC2(CCCCC2)OC1	-16	-14	-17	-7	1	-10
Cc1c(Cl)c(S(N)(=O)=O)cc(S(N)(=O)=O)c1NC(=O)c1ccc(Cl)cc1	8	-23	-14	-12	-32	-5
C[N+](C)([O-])CCC(c1ccccc1)c1ccccn1 (centres undefined)	5	-15	4	-6	-45	16
CN1CC(c2ccccc2)=Cc2c1ccc(N)c2N=N	-13	13	0	-29	16	0
O=C1CSC=C(c2ccccc2)O1	4	0	-5	4	-41	-19
CN1C(=O)CC2C(=O)N(Cc3ccccc3)C(=O)C2C1=O (centres undefined)	14	1	-1	-4	12	-3
CSc1nc(NC2OC(CO)C(O)C(O)C2O)cc(=O)[nH]1 (centres undefined)	4	8	3	4	-10	-3
N#C/C(C(N)=O)=C1\CCCc2sccc21	-13	-5	-6	6	-30	3
CCc1cc(CCC(=O)Nc2c(C)cccc2C)[nH]n1	-20	-17	-5	-30	3	-23
CCC(=O)Nc1ccc(F)cc1	-5	-11	0	1	-27	4
CCOC(=O)C(Cc1c[nH]c2ccccc12)NC(=O)C1(O)C(O)C2(CC)C=CCN3CCC4(c5cc(C6(C(=O)OC)CC7CC(CC)CN(CCc8c6[nH]c6ccccc86)C7)c(OC)cc5N(C)C14)C32 (centres undefined)	21	17	8	20	32	6
